procasp3 activ – activators of human procaspase-3 D3A mutant, primary screen, biochemical, absorbance, PC-3 D3A mutant, single concentration; Caspase-3 (Homo sapiens), P42574; recombinant procaspase-3 D3A, Ac-DEVD-pNA absorbance 405 nm; activation, % at 8.5 µM; actives 0.11% (n = 330,000); AID 463141, 2010;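 active means activation above the mean of all tested compounds plus 3 SD, cut at about 21% in these data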;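 further: 0% = DMSO alone and 100% = DMSO wells spiked with extra 5 µM PC-3 D3A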
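Assay system: Autoprocessing-dead procaspase-3 D3A mutant enzyme; also added: Ac-DEVD-pNA; doses: one concentration, 8.5 µM nominal, 0.8% DMSO; times: 1 h compound preincubation, 2 h substrate hydrolysis at 25 °C; technique: 405 nm absorbance of p-nitroaniline, reads at 0 and 120 min; measure: % activation between DMSO and enzyme-spiked controls; repeats: single replicate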
PAFAH2 inh – PAFAH2 enzyme inhibitors, primary screen, biochemical, fluorescence polarization, human | Platelet-activating factor acetylhydrolase 2, cytoplasmic (Homo sapiens), Q99487 | recombinant PAFAH2, FP-rhodamine activity probe | inhibition, % at 3.39 µM | actives 0.99% (n = 340,000) | AID 492956, 2010;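 active means inhibition above the mean over all tested compounds plus 3 SD, cut at about 30% in these data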;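 further: inhibitors block probe labeling of enzyme so polarization drops; 0% = enzyme with DMSO and 100% = wells lacking PAFAH2 protein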
proCasp7 act – procaspase-7 activators, primary screen, counter-screen for procaspase-3 activator project, biochemical, absorbance, HTS, human; Caspase-7 (Homo sapiens), P55210; recombinant procaspase-7, Ac-DEVD-pNA absorbance 405 nm; D23A/D198A/D206A triple mutant, cannot self-cleave; scale: DMSO 0, 5 µM enzyme 100; activation, % at 8.5 µM; actives 0.093% (n = 330,000); AID 463210, 2010;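 active means percent activation above the screen-wide mean plus 3 SD, cut at about 25% in these data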
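Replicates: singlicate. Assay system: Procaspase-7 triple mutant (PC-7 D3A). Signal: 405 nm absorbance of p-nitroaniline. Times: 1 h preincubation, 2 h reaction. Buffer or medium: Zinc-free HEPES pH 7.4 with 300 mM NaCl, 0.01% Triton X-100. Also added: DEVD-pNA substrate. Benchmarks: DMSO wells as 0%, DMSO with 5 µM added PC-7 as 100%.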
AHR activator – AHR activators, primary screen, cell-based, luminescence, luciferase reporter, human; Aryl hydrocarbon receptor (Homo sapiens), P35869; AHR-responsive luciferase reporter cells; activation, % at 5 µM; actives 2.5% (n = 320,000); AID 2796, 2010; in the data active means activation above about 47%;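 further: 0% = vehicle wells and 100% = reference agonist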
Target sequence (P35869 whole entry, looked up): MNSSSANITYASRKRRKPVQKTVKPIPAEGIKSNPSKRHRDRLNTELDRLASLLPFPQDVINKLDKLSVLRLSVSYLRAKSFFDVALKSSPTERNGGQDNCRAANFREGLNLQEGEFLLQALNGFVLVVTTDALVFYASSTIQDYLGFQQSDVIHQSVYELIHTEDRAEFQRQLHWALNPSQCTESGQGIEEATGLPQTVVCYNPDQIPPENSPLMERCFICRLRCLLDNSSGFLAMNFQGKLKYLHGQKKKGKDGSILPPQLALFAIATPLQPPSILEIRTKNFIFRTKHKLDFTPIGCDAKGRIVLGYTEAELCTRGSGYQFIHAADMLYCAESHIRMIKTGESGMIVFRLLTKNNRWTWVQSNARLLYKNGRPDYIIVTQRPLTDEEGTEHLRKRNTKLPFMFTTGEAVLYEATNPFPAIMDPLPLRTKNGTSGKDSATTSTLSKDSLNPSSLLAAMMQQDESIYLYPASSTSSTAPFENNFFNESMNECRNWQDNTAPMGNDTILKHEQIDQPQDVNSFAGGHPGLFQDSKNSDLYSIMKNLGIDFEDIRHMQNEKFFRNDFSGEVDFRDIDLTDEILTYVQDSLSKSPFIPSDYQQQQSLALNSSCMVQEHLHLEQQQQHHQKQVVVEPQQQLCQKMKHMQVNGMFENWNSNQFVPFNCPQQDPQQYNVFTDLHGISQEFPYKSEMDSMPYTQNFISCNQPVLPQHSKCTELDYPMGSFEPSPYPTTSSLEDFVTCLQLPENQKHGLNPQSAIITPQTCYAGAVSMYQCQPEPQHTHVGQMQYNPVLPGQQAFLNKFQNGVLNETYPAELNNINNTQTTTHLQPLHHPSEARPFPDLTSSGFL
Numbers without * were called inactive; · = not tested or not shown. This is a subset; count on the stated rates, not on these rows.

SMILES,procasp3 activ,PAFAH2 inh,proCasp7 act,AHR activator
CCCc1cc(=O)[nH]c2nnc(SCC(=O)Nc3nnc(CC)s3)n12,·,4,·,·
CC(C)NC(=O)C1CCN(Cc2cccc(Oc3ccccc3)c2)CC1,·,-6,·,·
O=C(c1cc(Br)ccc1Cl)N1CCN(c2ccccn2)CC1,·,4,·,·
CCOC(=O)c1c(-c2ccccc2)oc2cc(Br)c(O)cc12,·,-4,·,·
CC(=CC(=O)c1ccccc1)c1ccccc1,·,6,·,·
NC(=O)C(CCCCN1CCCCC1)(c1ccccc1)c1ccccc1,·,3,·,·
CN(C)c1ccc(C=NNc2ccccn2)c(Cl)c1,·,8,·,·
O=C1c2ccccc2C(=O)N1CCCCCCN1C(=O)c2ccccc2C1=O,·,-4,·,·
CCOC(=O)C1CCCN(CC(=O)Nc2ccc(C(=O)Nc3ccccc3OC)cc2)C1 (stereo unspecified),·,0,·,·
O=C(OCC1COC(c2ccccc2)(c2ccccc2)O1)c1ccccc1 (stereo unspecified),·,2,·,·
O=C(COc1ncnc2sccc12)NC1CCCCC1,·,0,·,·
CCCCN1C(=O)C(C(=O)OCC)CC2=C1CCCC2=O (stereo unspecified),·,16,·,·
Cc1ccccc1-c1cccc([C@@H]2C[C@H]3[C@H](CON3C)CN2S(=O)(=O)c2ccccc2C)c1,·,-1,·,·
OC(CNc1ccnc2cc(Cl)ccc12)CNC1CCCCC1 (stereo unspecified),·,7,·,·
COc1ccc(S(=O)(=O)Nc2c(C)n(C)n(-c3ccccc3)c2=O)cc1C(=O)O,·,-5,·,·
COc1ccc(NC(=O)C(C)N2C(=O)C3CC=C(Cl)CC3C2=O)cc1 (stereo unspecified),·,-4,·,·
N#C/C(C(=O)Oc1ccccc1)=C1/Nc2ccccc2-c2ccccc21,·,5,·,·
CCOc1ccc(OCCNC(=O)c2cc(C3CC3)nc3c2cnn3C(C)C)cc1,·,-5,·,·
CC(C)(C)NC(=O)C1(N2C(=O)c3ccccc3C2=O)CCCC1,·,-6,·,·
CN(c1ccccc1C(=O)O)S(=O)(=O)c1ccc2[nH]c(=O)[nH]c2c1,·,3,·,·
O=C(CCc1ccccc1)NC1CCS(=O)(=O)C1 (stereo unspecified),·,-1,·,·
CCOC(=O)c1ccccc1NC(=O)CN1C(=O)CCS(=O)(=O)c2ccccc21,·,-3,·,·
CC1CC(=O)c2ccccc2C1C (stereo unspecified),·,-4,·,·
COc1ccc(C)cc1N=Nc1ccc(O)c2ncccc12,·,-2,·,·
O=C(Nc1ccc(C(=O)N2CCCC2)cc1)C1CCCCC1,·,0,·,·
Cc1ccc(NC(=O)c2ncn(CCCN(C)CCc3ccccn3)n2)cc1C,·,-9,·,·
CCN1CCN(C(=O)C2CCN(S(=O)(=O)c3ccc(Br)cc3)CC2)CC1,·,-2,·,·
C=CCOC(=O)C1=C(C)NC(SCC(=O)OCC)=C(C#N)C1c1ccc(O)c(OC)c1 (stereo unspecified),·,-5,·,·
O=C1c2ccccc2C(=O)N1CC1CO1 (stereo unspecified),·,5,·,·
O=C(CCC(C(=O)O)N1C(=O)c2ccccc2C1=O)Nc1ccccc1 (stereo unspecified),·,2,·,·

Looked up by structure from the list above:
SMILES,procasp3 activ,PAFAH2 inh,proCasp7 act,AHR activator
CC(C)(C)NC(=O)C1(N2C(=O)c3ccccc3C2=O)CCCC1,·,-6,·,·
COc1ccc(S(=O)(=O)Nc2c(C)n(C)n(-c3ccccc3)c2=O)cc1C(=O)O,·,-5,·,·
O=C(OCC1COC(c2ccccc2)(c2ccccc2)O1)c1ccccc1 (stereo unspecified),·,2,·,·

(continued)
SMILES,procasp3 activ,PAFAH2 inh,proCasp7 act,AHR activator
O=C(N/N=C/c1cccc2ccccc12)c1ccccc1Cl,·,5,·,·
O=c1ccn([C@@H]2O[C@H](CNS(=O)(=O)c3cc4ccccc4s3)[C@@H](O)[C@H]2O)c(=O)[nH]1,·,7,·,·
O=C1C(c2ccccc2)C2C=CC(C2)N1O (stereo unspecified),·,-1,·,·
COc1ccc(CCn2c(=N)c(C(=O)NCc3ccco3)cc3c(=O)n4ccccc4nc32)cc1OC,·,10,·,·
CCCCn1c(N)c(N(CCOC)C(=O)COC(=O)c2ccccc2NCCO)c(=O)[nH]c1=O,·,-8,·,·
Cc1ccnc(NC(=O)CN2C(=O)NC(C)(c3ccc4ccccc4c3)C2=O)c1 (stereo unspecified),·,1,·,·
Cc1ccccc1OC(=O)c1cccnc1,·,-2,·,·
COc1ccc(CC(=O)Nc2cc(S(C)(=O)=O)ccc2Cl)cc1S(=O)(=O)N1CCOCC1,·,3,·,·
COc1cc(/C=N/n2nnnc2N)ccc1OC(C)=O,·,3,·,·
CCOC(=O)C1=C(COC(=O)CCS(=O)(=O)c2ccc(C)cc2)NC(=O)NC1C (stereo unspecified),·,2,·,·
Cc1ccc(S(=O)(=O)N[C@H](C(=O)N2CCC(C(=O)N3CCC[C@H]3C(=O)O)CC2)C(C)C)cc1,·,-4,·,·
CCN(C(=O)COC(=O)C1=COCCO1)c1c(N)n(Cc2ccccc2)c(=O)[nH]c1=O,·,-6,·,·
Cc1cccc(OCc2nc(C)cc(=O)[nH]2)c1,·,2,·,·
COc1ccccc1NC(=O)NNC(=O)c1ccc2ccccc2c1,·,4,·,·
CCOc1ccc(-n2nc3ccc(N)cc3n2)cc1,·,6,·,·

Record cards, from the list above:
Profile of COc1cc(/C=N/n2nnnc2N)ccc1OC(C)=O : procasp3 activ = ·; PAFAH2 inh = 3; proCasp7 act = ·; AHR activator = ·
Profile of Cc1ccccc1OC(=O)c1cccnc1 : procasp3 activ = ·; PAFAH2 inh = -2; proCasp7 act = ·; AHR activator = ·

Next results:
SMILES,procasp3 activ,PAFAH2 inh,proCasp7 act,AHR activator
CCOCCCNC(=O)c1oc2ccc3c(c2c1C)C(O)CC(C)(C)O3 (stereo unspecified),·,-5,·,·
Cc1cc(C(C)(C)C)oc1C(=O)N1CCN(C(=O)c2oc(C(C)(C)C)cc2C)CC1,·,-1,·,·
CN(C)c1ccc(NC(=O)CSc2n[nH]c(-c3ccncc3)n2)cc1,·,2,·,·
CC1(C)OC2OC(C3COC(=O)O3)C(OC(=O)c3ccccc3)C2O1 (stereo unspecified),·,2,·,·
O=C(O)CCCN1C(=O)/C(=C/c2cn(-c3ccccc3)nc2-c2cccs2)SC1=S,·,7,·,·
COC(=O)C(=O)C1CCc2c(Cl)cc(OC)c(OC)c2C1=O (stereo unspecified),·,0,·,·
CC(=O)Nc1ccc(S(=O)(=O)N[C@@H](C)C(=O)OCC(=O)Nc2ccc3c(c2)OCCO3)cc1,·,-4,·,·
Cc1cc(-c2ccccc2)nc(SCc2ccc(C(=O)O)cc2)n1,·,9,·,·
CCc1cc(C(=O)NCC(c2ccc(OC)cc2)N2CCOCC2)sc1C (stereo unspecified),·,6,·,·
COc1ccc(CC(=O)O/N=C(\N)c2ccccn2)cc1OC,·,-3,·,·
Cc1cccc(-c2ccc3c(c2)C2CC3CCN2C)c1 (stereo unspecified),·,1,·,·
Cc1nc(NCCCN2CCOCC2)c2cnn(-c3ccccc3)c2n1,·,-1,·,·
CCCn1nc(C(=O)Nc2cc(OCC)c(N3CCOCC3)cc2OCC)c2ccccc2c1=O,·,1,·,·
O=C(CN1CCN(Cc2ccc3c(c2)OCO3)CC1)Nc1ccc2c(c1)OCCO2,·,8,·,·
Cc1ccc2c(CC(=O)N3CCN(S(=O)(=O)c4ccccc4)CC3)coc2c1,·,10,·,·

Ordered by the number under PAFAH2 inh (smallest number first): 6 of the compounds above.
Molecule	procasp3 activ	PAFAH2 inh	AHR activator
COc1ccc(CC(=O)O/N=C(\N)c2ccccn2)cc1OC	·	-3	·
Cc1cc(C(C)(C)C)oc1C(=O)N1CCN(C(=O)c2oc(C(C)(C)C)cc2C)CC1	·	-1	·
COC(=O)C(=O)C1CCc2c(Cl)cc(OC)c(OC)c2C1=O (stereo unspecified)	·	0	·
CN(C)c1ccc(NC(=O)CSc2n[nH]c(-c3ccncc3)n2)cc1	·	2	·
O=C(O)CCCN1C(=O)/C(=C/c2cn(-c3ccccc3)nc2-c2cccs2)SC1=S	·	7	·
O=C(CN1CCN(Cc2ccc3c(c2)OCO3)CC1)Nc1ccc2c(c1)OCCO2	·	8	·

The listing continues:
SMILES,procasp3 activ,PAFAH2 inh,proCasp7 act,AHR activator
Cc1cccc(NC(=O)CSc2nc3sc(C)cc3c(=O)n2C)c1,·,3,·,·
NC(=O)C1CCN(C(=O)c2cc(S(=O)(=O)N3CCN(c4ccccc4)CC3)ccc2Cl)CC1,·,5,·,·
OC(c1cc(-c2cccc(Cl)c2)nc2ccccc12)C1CCCCN1 (stereo unspecified),·,-2,·,·
CC(C)(C)c1cc(C(=S)N2CCCC2)cc(C(C)(C)C)c1O,·,-1,·,·
O=[N+]([O-])c1ccc(S(=O)(=O)NN=Cc2ccc3c(c2)OCO3)cc1,·,15,·,·
O=C1CCCCC1Nc1ccc2ccccc2c1 (stereo unspecified),·,4,·,·
Cc1c(C)c2ccc(O)c(CN3CCN(C)CC3)c2oc1=O,·,-1,·,·
CC1CN(Cc2ccccc2)C(=S)NC1=O (stereo unspecified),·,-2,·,·
CSC1=Nc2sc3c(c2C2=NCCN12)CC(C)(C)OC3,·,-2,·,·
O=C(Oc1ccc(Br)cc1)C1CCN(C2=NS(=O)(=O)c3ccccc32)CC1,·,6,·,·
COc1ccc(CNC(=O)Nc2cccc(Cl)c2)cc1,·,0,·,·
CN(Cc1nc(-c2cnccn2)no1)Cc1n[nH]c2c1CCCC2,·,-5,·,·
COc1ccc(CN2CCSCC2)c(OC)c1C,·,-5,·,·
Nc1ccc(-c2cnc(N)c(C(=O)c3cccnc3)n2)cn1,·,3,·,·
O=C(c1ccccc1F)N1CCN(c2ccccn2)CC1,·,3,·,·
Cc1cccc(OC(C)C(=O)Nc2ccc3c(c2)OCCO3)c1 (stereo unspecified),·,8,·,·
COc1cc2c(cc1OC)/C(=C/C(=O)c1ccc(C)cc1)NCC2,·,3,·,·
COc1ccc(OCCN2CCCC2)cc1Nc1nnc(Cl)c(Nc2ccccc2S(C)(=O)=O)n1,·,8,·,·
CCCc1cc(=O)oc2c3c(cc(OCC(=O)N[C@@H](CSC)C(=O)O)c12)OC(C)(C)CC3,·,34*,·,·
COc1ccc2c(c1)C(O)C(CO)C(C(=O)O)C2 (stereo unspecified),·,4,·,·
O=c1cc(CCc2ccccc2)oc2cccc(O)c12,·,8,·,·
COC(=O)C1CC2=C(CCC2=O)N(c2ccccc2)C1=O (stereo unspecified),·,0,·,·
Cc1ccc(NC(=O)Nc2cccnc2)cc1Cl,·,5,·,·
CN1C[C@@H]2[C@@H]3C(=O)N(C)C(=O)[C@@H]3[C@](C)(C1=O)N2C(=O)c1ccc(C(C)(C)C)cc1,·,-2,·,·
COc1ccc(C=O)c2[nH]c3c(Cl)ncnc3c12,·,6,·,·
COc1ccc(CN(C)CCCn2cnc3c(OCc4ccccc4)ncnc32)cc1,·,-11,·,·
CCOC(=O)c1cnc2c(-c3ccc(F)cc3)cnn2c1C(F)(F)F,·,-1,·,·
CC(C)Oc1ccc(S(=O)(=O)N2CCOCC2)cc1NC(=O)c1nn(C)c(=O)c2ccccc12,·,0,·,·
CC(C)n1cnc2c(NCc3ccccc3)cc(N[C@@H](CO)Cc3ccccc3)cc21,4,·,-3,-8

Screens as filed in PubChem BioAssay.
